# SENP1 FRET inh: SENP1 (human) catalytic domain inhibition; recombinant SENP1 catalytic domain, CyPet-SUMO1-YPet FRET cleavage; hit rate 0.21% among 360,000; Q9P0U3; inhibition, % at 10 µM;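 active means inhibition at least 30% at 10 µM, raw YFP signal under a set limit, fluorescence ratio 0.5 to 1.5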;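 further: 0% = enzyme with DMSO and 100% = no enzyme wells; some results filed as inactive read as strong as hits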
# Target sequence (Q9P0U3 419-644 limits assumed): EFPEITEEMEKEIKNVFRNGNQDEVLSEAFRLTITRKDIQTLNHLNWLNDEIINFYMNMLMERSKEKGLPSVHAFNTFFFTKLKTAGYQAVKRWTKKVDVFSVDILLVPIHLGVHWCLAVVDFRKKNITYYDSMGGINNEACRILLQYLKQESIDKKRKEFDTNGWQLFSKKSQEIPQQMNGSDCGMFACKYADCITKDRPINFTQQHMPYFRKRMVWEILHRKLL
#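 Test system: hSENP1 catalytic domain, recombinant; Amount: 20 pM final SENP1 enzyme; Medium: Tris pH 8 buffer plus EDTA, NaCl, BME, BSA, NP40, catalase; Schedule: 50 min enzyme reaction, room temperature, light-protected; Technique: FRET fluorescence in CFP and YFP emission channels; Controls: no-enzyme wells low, DMSO-plus-enzyme wells high control.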
# SENP8 inh: SENP8 (human) protease inhibition; Q96LD8; recombinant SENP8, Nedd8 substrate fluorescence; inhibition, % at 20 µM; hit rate 0.64% among 360,000; AID 602440; in the data active means inhibition mostly above about 40%, no sharp cut-off; inactive means mostly below about 27%
# Target sequence (Q96LD8 whole entry, looked up): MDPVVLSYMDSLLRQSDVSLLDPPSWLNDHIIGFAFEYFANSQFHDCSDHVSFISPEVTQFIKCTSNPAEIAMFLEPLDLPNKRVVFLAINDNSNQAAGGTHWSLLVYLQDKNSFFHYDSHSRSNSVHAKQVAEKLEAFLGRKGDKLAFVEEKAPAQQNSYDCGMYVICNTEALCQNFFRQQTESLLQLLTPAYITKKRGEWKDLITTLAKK
# hIAP act: human IAP activation. hit rate 0.16% among 330,000. purified human IAP, CDP-Star luminescence, 30 min; active compounds read high; 1 = vehicle-only enzyme, 0 = enzyme-free background. activation factor at 10 µM. P09923;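 active means activation factor of the enzyme at least 2-fold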; further: the source names both 10 and 20 µM as test concentration; values of inactives mirror those of a sister screen read the other way
# ATG4B inhibitor: blocks human ATG4B protease cleavage of LC3 substrate; AID 504462; ATG4B cleavage of LC3-PLA2, NBD-HPC fluorescence, 1 h; Q9Y4P1; inhibition, % at 8.33 µM; hit rate 0.51% among 340,000; in the data active means inhibition above about 40%
# PfG6PD inh: PfG6PD (Plasmodium falciparum) enzyme inhibition; PfGluPho enzyme, NADPH resazurin-diaphorase fluorescence; inhibition, % at 20 µM; hit rate 0.78% among 350,000;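 active means inhibition reaching at least a set limit at 20 µM in the primary screen, cut at about 59% in these data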;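 further: 0% = DMSO wells with substrate and 100% = DMSO wells lacking glucose-6-phosphate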
# SENP6 inh: blocks the human protease SENP6. AID 2599. inhibition, % at 10 µM. Recombinant SENP6 catalytic domain, aminoluciferin luminescence. Q9GZR1. hit rate 1.8% among 330,000;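 active means inhibition above about 50% at the single tested dose, limit read from the data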;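 further: plate controls were DMSO wells with enzyme for no effect and DMSO wells lacking enzyme for full effect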
# Target sequence (Q9GZR1 628-1112 limits assumed): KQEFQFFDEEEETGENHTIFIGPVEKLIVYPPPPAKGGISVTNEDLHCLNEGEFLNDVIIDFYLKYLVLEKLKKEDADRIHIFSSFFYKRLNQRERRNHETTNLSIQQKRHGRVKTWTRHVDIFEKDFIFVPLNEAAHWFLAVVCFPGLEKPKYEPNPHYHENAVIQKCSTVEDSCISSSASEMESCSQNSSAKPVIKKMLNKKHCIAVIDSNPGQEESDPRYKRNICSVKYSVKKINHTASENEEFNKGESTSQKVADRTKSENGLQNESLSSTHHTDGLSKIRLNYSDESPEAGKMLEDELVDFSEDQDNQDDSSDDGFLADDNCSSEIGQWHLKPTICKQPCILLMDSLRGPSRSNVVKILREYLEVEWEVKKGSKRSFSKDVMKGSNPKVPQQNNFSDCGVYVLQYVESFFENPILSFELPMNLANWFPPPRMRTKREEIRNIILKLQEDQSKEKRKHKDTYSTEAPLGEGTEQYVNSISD
# MPTP block: inhibitors of mitochondrial permeability transition pore | inhibition, % at 10 µM | isolated mouse mitochondria, Ca2+ swelling absorbance, 30 min | hit rate 1.4% among 360,000;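 active means inhibition of 50% or more, scaled per plate between neutral and stimulator controls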;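 further: 0% = DMSO wells given calcium and 100% = 1 mM EGTA wells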
# NR3A LBD binder: modulators (binders) of human NR3A ligand-binding domain; NR3A LBD differential scanning fluorimetry, Tm shift; 0% = protein alone, 100% = glycine-bound protein; Tm shift relative to glycine control, % at 25 µM; hit rate 2.5% among 340,000; AID 1259313;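 active means melting temperature shift of at least 10% of the positive control shift, at one fixed dose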
# Starred values were filed as active, the others as inactive; nt = no result given; & = joins results of further samples; ! = not active in a repeat.
SMILES,SENP1 FRET inh,SENP8 inh,hIAP act,ATG4B inhibitor,PfG6PD inh,SENP6 inh,MPTP block,NR3A LBD binder
N#CCCN(C(=O)COC(=O)C1CCN(S(=O)(=O)c2ccc3c(c2)OCCO3)CC1)c1ccccc1,-1,14,0.97,-3,7,2,-0.1,0
CCOc1ccc(N(C)S(=O)(=O)c2ccc(-c3ccc(=O)[nH]n3)s2)cc1,2,8,0.72,2,-3,-9,-0.9,-3
O=C(CN1CCN(Cc2ccccc2)CC1)NC(c1ccccc1)c1ccccc1,-3,22,1.1,-4,-7,-15,1.3,0
COc1ccc(N2CCN(c3ncccc3C#N)CC2)cc1,0,1,1.1,9,12,-5,-3.3,-5
O=S(=O)(Nc1cccc(-c2nc3cccnc3s2)c1)c1ccc2c(c1)CCCC2,-6,-111,0.94,-17,-18,-2,2.3,2
CC1CCCCC1NC(=O)COC(=O)c1ccc(N(C)C)cc1 (stereo not drawn),2,15,0.94,-5,6,8,0.3,2
O=C(CCn1ccnc1)Nc1nc2ccccc2[nH]1,4,3,1.5,-9,-4,-6,1.7,0
Nc1nc2cc3ccccc3cc2[nH]c1=O,-1,-439,0.86,7,-4,-22,0.1,-6
CCOc1ccc(C(C)(C)C)cc1S(=O)(=O)N1CC(C)OC(C)C1 (stereo not drawn),1,22,0.98,1,3,-6,0.2,0
COC(=O)Cc1ccc(NC(=S)NCc2ccc(S(N)(=O)=O)cc2)cc1,2,10,1.1,8,-13,-10,1.4,2
COc1cc(/C=N/n2c(-c3n[nH]c4c3CCC4)n[nH]c2=S)cc(OC)c1O,-22,-20,1.7,-5,51,2,0.9,-1
Cc1nc(Nc2ccc(F)cc2)[nH]c(=O)c1CCC(C)C,2,-1,1.1,-13,23,-30,95*,-5
CCOc1ncccc1C(=O)OCc1cc(=O)oc2c(C)c(C)ccc12,-1,1,nt,-6,-5,nt,-1.1,-2
COc1cccc(CC2(CO)CCN(Cc3ccc4cccc(F)c4n3)CC2)c1,-17,4,1.1,-17,14,-7,1.1,1
CCOc1ccc(/C=N/O)cc1,1,10,1.3,-8,1,-7,-0.3,-1
COc1ccc(C)cc1-n1cnc2sc(C)c(C)c2c1=O,1,31,nt,nt,3,nt,0.3,nt
CCOC(=O)C1=C(CC)Nc2ccccc2N=C1NC(=O)Nc1ccccc1OC,4,4,1,-12,11,-11,0.6,-3
COc1ccc(C2=NN(C(=O)COC(=O)c3ccc(S(C)(=O)=O)c([N+](=O)[O-])c3)C(c3ccco3)C2)cc1 (stereo not drawn),0,-15,0.88,2,8,-9,0.4,-2
CC(Sc1nnc(COc2ccc(Cl)cc2)n1Cc1ccccc1)C(=O)O (stereo not drawn),1,-25,0.92,-6,-16,-8,2.0,1
COc1ccccc1NC(=O)Oc1ccc(C(C)=O)cc1,0,13,1,-4,2,-2,-1.9,2
CN(CCOc1ccc(Cl)cc1)C(=O)Cc1ccc(S(=O)(=O)N2CCOCC2)s1,-1,-15,1,-14,3,-6,-2.4,-2
CN(C(=O)CSc1ccncc1)C1CCCN(Cc2ccccc2F)C1 (stereo not drawn),-3,2,1,31,0,-6,0.0,2
Fc1ccccc1-c1nc(NC2CCCC2)c2ccccc2n1,0,3,1,1,4,-2,-0.5,-2
Cc1ccc(S(=O)(=O)N2CCCC2)cc1C(=O)Nc1ccc(-n2cnnn2)cc1,-2,5,0.97,-7,-9,-23,-0.3,0
Nc1ccc(SCC(=O)Nc2cccc([N+](=O)[O-])c2)cc1,1,25,1,3,10,-4,0.4,0

# Quoted from the listing, 14 compounds:
SMILES,SENP1 FRET inh,SENP8 inh,hIAP act,ATG4B inhibitor,PfG6PD inh,SENP6 inh,MPTP block,NR3A LBD binder
CCOc1ccc(N(C)S(=O)(=O)c2ccc(-c3ccc(=O)[nH]n3)s2)cc1,2,8,0.72,2,-3,-9,-0.9,-3
O=C(CN1CCN(Cc2ccccc2)CC1)NC(c1ccccc1)c1ccccc1,-3,22,1.1,-4,-7,-15,1.3,0
COc1ccc(N2CCN(c3ncccc3C#N)CC2)cc1,0,1,1.1,9,12,-5,-3.3,-5
O=S(=O)(Nc1cccc(-c2nc3cccnc3s2)c1)c1ccc2c(c1)CCCC2,-6,-111,0.94,-17,-18,-2,2.3,2
CC1CCCCC1NC(=O)COC(=O)c1ccc(N(C)C)cc1 (stereo not drawn),2,15,0.94,-5,6,8,0.3,2
O=C(CCn1ccnc1)Nc1nc2ccccc2[nH]1,4,3,1.5,-9,-4,-6,1.7,0
Nc1nc2cc3ccccc3cc2[nH]c1=O,-1,-439,0.86,7,-4,-22,0.1,-6
CCOc1ccc(C(C)(C)C)cc1S(=O)(=O)N1CC(C)OC(C)C1 (stereo not drawn),1,22,0.98,1,3,-6,0.2,0
COC(=O)Cc1ccc(NC(=S)NCc2ccc(S(N)(=O)=O)cc2)cc1,2,10,1.1,8,-13,-10,1.4,2
COc1cc(/C=N/n2c(-c3n[nH]c4c3CCC4)n[nH]c2=S)cc(OC)c1O,-22,-20,1.7,-5,51,2,0.9,-1
Cc1nc(Nc2ccc(F)cc2)[nH]c(=O)c1CCC(C)C,2,-1,1.1,-13,23,-30,95*,-5
CCOc1ncccc1C(=O)OCc1cc(=O)oc2c(C)c(C)ccc12,-1,1,nt,-6,-5,nt,-1.1,-2
COc1cccc(CC2(CO)CCN(Cc3ccc4cccc(F)c4n3)CC2)c1,-17,4,1.1,-17,14,-7,1.1,1
CCOc1ccc(/C=N/O)cc1,1,10,1.3,-8,1,-7,-0.3,-1

# Additional records.
SMILES,SENP1 FRET inh,SENP8 inh,hIAP act,ATG4B inhibitor,PfG6PD inh,SENP6 inh,MPTP block,NR3A LBD binder
CCOC(=O)c1[nH]c(COC(=O)C2CC(=O)N(Cc3ccccc3)C2)c(C(=O)OCC)c1C (stereo not drawn),-6,-1,1.2,-14,2,-13,-7.4,2
COc1ccc(C(=O)N(C)C2CCCN(Cc3ccccc3F)C2)cc1OC (stereo not drawn),-3,9,1.1,8,-12,-3,0.0,1
O=C(N/N=C/c1ccccc1)NC1CCCCC1,1,6,1.2,-1,-14,-10,-11,-1
O=C(NNC1=C(C(=O)C(F)(F)F)CCC1)c1cccc(Cl)c1,-10,27,1.3,20,6,-2,38,-1
CC(=O)Nc1ccc(NC(=O)C(C)OC(=O)C2CC3C=CC2C3)cc1 (stereo not drawn),4,16,0.99,2,-21,7,-0.1,0
CCOC(=O)N1CCN(C(=S)NC(=O)C23CC4CC(CC(C4)C2)C3)CC1,1,2,1.2,1,-5,-14,0.0,-1
CCOC(=O)Nc1ccc2c(c1)N(C(=O)CN1CCN(C)CC1)c1ccccc1CC2,-2,7,0.96,-2,4,-9,-0.8,2
O=C(CSc1nnc(CNc2ccccc2)o1)c1ccc2c(c1)OCCO2,2,13,1.1,4,13,-2,1.1,1
COc1ccc(NC(=O)CCc2nc3ccccc3c(=O)[nH]2)cc1S(=O)(=O)N1CCCCC1,-13,-7,1.1,-6,0,5,1.3,2
O=C(NCc1ccc2c(c1)OCO2)c1ccc2c(c1)C(=O)N(Cc1cccnc1)C2=O,2,27,0.95,-12,-3,20,-3.4,-5
CC1Cc2ccccc2N1C(=O)CSc1nc2ccccc2o1 (stereo not drawn),2,18,1.1,10,5,2,2.2,0
Cc1ccccc1NC(=O)N1CCCC1C(=O)NCc1ccccc1 (stereo not drawn),2,17,1,-2,-8,7,-2.1,1
COc1ccc(/C=C/C(=O)NCCCN2CCCCCC2)cc1,-7,38,1.1,-2,16,9,-1.3,1
Cc1cccc(N2C(=O)C(O)=C(C(=O)c3cccs3)C2c2ccc(F)cc2)n1 (stereo not drawn),-3,5,0.99,1,1,-15,1.2,0
COCCCN1C(=O)C(=O)/C(=C(/O)c2ccc(S(=O)(=O)N3CCOCC3)cc2)C1c1ccc(OC)cc1 (stereo not drawn),1,20,1,3,0,12,-0.4,-4
CCN1CCN(C(=O)Cn2ncc3ccsc3c2=O)CC1,1,12,0.98,3,-2,6,-1.1,-1
COc1ccc(CCNC(=O)COc2cc(O)c3c(c2)OC(C)(C)CC3=O)cc1OC,0,36,1.1,-23,10,-20,0.2,0
CC(C)N1CC(COc2ccc(Cl)cc2Cl)OC1=O (stereo not drawn),3,20,1.1,2,-4,1,3.5,-1
CC(C)c1cccc(-c2ccc3c(c2)S(=O)(=O)c2cccc(C(=O)NCc4ccccc4Cl)c2C3=O)c1,-3,-6,0.93,9,-24,4,-4.2,1
Cc1ccsc1/C=N/NC(=O)CN1CCN(Cc2ccccc2)CC1,0,7,1.2,3,-9,0,0.6,-1
S=C(NCc1ccccc1)Nc1ccncc1,0,-7,1.1,-3,-1,2,3.4,0
O=C(c1ccc(COc2ccccc2Cl)o1)N1CCN(Cc2ccc3c(c2)OCO3)CC1,-1&1,20&-1,1.1&0.94,18&8,3&-2,10&12,0.5&-1.5,15*!
CCCCOc1ccc(C(=O)NCC(=O)OCCCOC(=O)CNC(=O)c2ccc(OCCCC)cc2)cc1,2,2,nt,nt,-1,nt,3.8,nt
OCCNc1nc2ccccc2nc1NCCO,-44,-454,1,1,20,-9,1.3,-3
Cc1ccc(Sc2ncccc2COC(=O)Nc2ccccc2)cc1,3,40*,1.1,10,9,15,-0.9,-6
SMILES,SENP1 FRET inh,SENP8 inh,hIAP act,ATG4B inhibitor,PfG6PD inh,SENP6 inh,MPTP block,NR3A LBD binder
Cc1ccc(NC(=S)N2CCC(c3ccccc3)C2)c(Cl)c1 (stereo not drawn),1,22,1.1,0,-24,47,4.6,0
COC(=O)CCC[C@H]1CC2(C[C@H](CCCO[Si](C)(C)C(C)(C)C)N1C(=O)OC(C)(C)C)OCCO2,1,9,1.2,1,21,-12,4.5,2
CCCCC(CCCC)=N/N=C/c1c(O)n(CC)c2cc(C3=NNC(=O)CC3)ccc12,-19,-154,0.95,-7,12,1,0.8,-1
COc1cc(CC(=O)Nc2nccs2)cc(OC)c1OC,-1,0,0.92,-3,-14,-4,5.1,-5
O=C1ON=C(c2cccc([N+](=O)[O-])c2)/C1=C/c1ccc(O)cc1,2,5,0.96,7,-12,15,5.9,-36
Cn1c(CNC(=O)C(Cc2ccccc2)NC(=O)c2cccc(F)c2)cc(=O)n(C)c1=O (stereo not drawn),2,1,1.3,-9,-12,-10,0.3,0
O=C(C1=C(O)C(=O)N(Cc2ccccc2)C1c1cccnc1)c1ccco1 (stereo not drawn),0,12,0.86,3,2,8,-1.6,4
CS(=O)(=O)c1nc(S(=O)(=O)c2ccc(Cl)cc2)c(NCCCN2CCCC2=O)s1,-7,7,1,-3,3,-11,-1.5,0
Cc1[nH]c2c([N+](=O)[O-])cccc2c1C,-1,21,0.83,-4,22,-12,3.6,0
Cc1ccccc1OCC(=O)Nc1cccc(S(=O)(=O)NC2=NCCCCC2)c1,2,-1,0.89,5,-10,11,-1.0,0
CCN1CCN(C(=S)Nc2cccc(C(F)(F)F)c2)CC1,0,13,0.95,-7,4,-6,36,-4
Cc1ccc(OCC(=O)NNC(=O)CCC(=O)Nc2ccc(C)cc2C)cc1,2,6,1.2,-3,0,-6,-1.0,2

# Screens deposited in PubChem by Sanford-Burnham Center for Chemical Genomics.
